# Arrestin-AP2 inh = inhibitors of human beta-arrestin and AP2 interaction; FITC-arrestin peptide / GST-AP2 beads, flow cytometry; AP2 beta2 appendage carries R879A mutation; inhibition, % at 10 µM; 0.31% of 340,000 active; AID 504490;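 active = inhibition above a set limit, near 3 SD of compounds lacking own fluorescence, cut at about 54% in these data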;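 note: plate controls were DMSO wells for no effect and 5 µM unlabelled arrestin peptide for full effect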
#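 Material – AP2 appendage R879A on GSH beads · Buffer or medium – PBS with 0.05% Tween 20 and 0.1% BSA · Probe or stimulus – fluorescein-tagged arrestin peptide at 50 nM final · Incubation – compound with beads 12 min RT, then probe 1 h RT · Detection – high-throughput flow cytometry of beads, ex 488, em 535 nm · Evaluation – percent response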
# V-ATPase pH = regulators of yeast V-ATPase proton transport. S. cerevisiae, pHLuorin cytosolic pH fluorescence. response, % at 10 µM. 0.37% of 350,000 active. AID 504577; in the data active = response mostly above about 7.3%, no sharp cut-off; inactive = mostly below about 5.4%; note: actives read high; inactives centre near 0; some compounds called inactive have numbers as strong as hits; reference of the scale not given here
# DAGLB inhibitor = blocks human DAGLB lipase activity | HEK293T DAGLB membrane lysate, EnzChek fluorogenic substrate | inhibition, % at 5.17 µM | 0.059% of 340,000 active | AID 504411; in the data active = inhibition above about 34%;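 note: 0% = enzyme with vehicle and 100% = wells lacking enzyme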
# Pemphigus Ab inh = blocks pemphigus antibody binding to human desmoglein-3; P32926; DSG3-coupled beads, scFv-anti-DSG3-GFP binding, flow cytometry; stronger effect = lower value; binding (percent of control), % at 10 µM; 0.48% of 310,000 active; AID 588358;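 active = binding more than 3 SD below its plate's average and above zero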;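 note: hits lower antibody fragment binding to DSG3; some compounds called inactive have numbers as strong as hits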
# Target sequence (P32926 whole entry, looked up, the tested form may be a part): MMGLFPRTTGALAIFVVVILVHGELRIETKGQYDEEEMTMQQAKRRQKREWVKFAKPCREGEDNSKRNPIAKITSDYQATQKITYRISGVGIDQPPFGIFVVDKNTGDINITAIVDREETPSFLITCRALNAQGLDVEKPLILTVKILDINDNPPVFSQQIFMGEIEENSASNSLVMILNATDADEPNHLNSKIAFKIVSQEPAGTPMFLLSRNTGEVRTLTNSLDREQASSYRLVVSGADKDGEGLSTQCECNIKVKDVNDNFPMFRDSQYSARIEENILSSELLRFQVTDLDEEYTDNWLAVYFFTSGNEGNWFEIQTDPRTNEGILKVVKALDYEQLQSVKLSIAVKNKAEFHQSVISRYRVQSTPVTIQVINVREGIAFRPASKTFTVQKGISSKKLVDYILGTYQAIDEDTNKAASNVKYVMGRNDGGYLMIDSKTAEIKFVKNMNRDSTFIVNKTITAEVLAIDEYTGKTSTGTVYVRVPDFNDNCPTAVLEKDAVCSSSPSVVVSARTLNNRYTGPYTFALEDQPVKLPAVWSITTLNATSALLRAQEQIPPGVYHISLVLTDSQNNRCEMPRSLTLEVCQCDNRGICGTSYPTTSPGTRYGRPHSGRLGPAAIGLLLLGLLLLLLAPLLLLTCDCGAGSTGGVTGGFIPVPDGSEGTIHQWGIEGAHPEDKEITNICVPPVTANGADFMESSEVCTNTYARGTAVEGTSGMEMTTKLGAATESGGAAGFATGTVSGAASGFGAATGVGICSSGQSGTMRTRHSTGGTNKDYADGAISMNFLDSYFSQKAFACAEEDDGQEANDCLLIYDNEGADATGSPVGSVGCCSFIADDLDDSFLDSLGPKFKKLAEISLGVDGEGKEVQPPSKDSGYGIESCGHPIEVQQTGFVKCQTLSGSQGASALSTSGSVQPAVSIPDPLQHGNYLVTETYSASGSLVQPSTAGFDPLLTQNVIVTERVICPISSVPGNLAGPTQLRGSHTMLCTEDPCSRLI
# NSD2 HMT inh = NSD2 (human) methyltransferase inhibition. O96028. NSD2 peptide methylation, AlphaScreen, 120 min. inhibition, % at 12.5 µM. 0.54% of 310,000 active. AID 743445; in the data active = inhibition above about 50%
# CAL PDZ FP-1 = inhibitors of human CAL PDZ peptide binding | purified CAL PDZ, TMR-peptide fluorescence polarization, 1 h | inhibition, % at 24.9 µM | 0.92% of 300,000 active | Q9HD26 | AID 602252;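 active = mean inhibition of at least 30% with at least half of replicates also reaching 30%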;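 note: 0% = DMSO neutral control and 100% = excess unlabeled competitor peptide PRC23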
# Keap1 Nrf2 FP = disrupts human Keap1 binding to Nrf2 peptide. Keap1 Kelch-Nrf2 peptide fluorescence polarization, 1536-well. inhibition, % at 9.4 µM. 0.15% of 340,000 active; in the data active = inhibition above about 12%;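 note: human Keap1 Kelch domain with fluorescein labeled Nrf2 9mer peptide probe; 0% = neutral control wells and 100% = peptide positive control; higher means more block of Keap1 binding to Nrf2 peptide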
# Cardiac RTF inh = cardiac RTF calcium desensitization | P19429+P45379 | IANBD-labeled cardiac RTF, Ca2+ fluorescence | inhibition, % at 7.15 µM | 0.12% of 340,000 active;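 active = inhibition above the mean inhibition of all tested compounds plus 3 SD, cut at about 17% in these data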;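 note: assay run at fixed EC70 calcium of 1.6 mM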
# CAL PDZ FP-2 = blocks peptide binding to human CAL PDZ domain. inhibition, % at 20 µM. Q9HD26. purified CAL PDZ, TMR-peptide fluorescence polarization, 1 h. 0.02% of 330,000 active. AID 504414;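 active = highest replicate inhibition of at least 40%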;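 note: plate controls were DMSO neutral control wells for no effect and unlabeled competitor peptide control wells for full effect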
#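 Assay system – tagged CAL PDZ protein CerCALP, purified · Timing – 1 h at RT · Compound – single point, 20 µM · Measured by – fluorescence polarization from S- and P-plane intensities, G-factor corrected · Evaluation – inhibition from polarization loss · Probe or stimulus – TMR reporter peptide T*-PRC34 · Buffer or medium – pH 7.4 phosphate-saline buffer, reducing agent, detergent, IgG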
# C-LANA FP = inhibitors of KSHV LANA C-terminal domain DNA binding; MBP-C-LANA/FAM-LBS DNA binding, fluorescence polarization; inhibition, % at 9 µM; 0.078% of 340,000 active; AID 504423;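 active = highest replicate inhibition at or above 60% at 9 µM, even if other replicates fall short; inactive = all replicates below 60% inhibition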;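 note: 0% = neutral control wells and 100% = 4 µM acridine orange control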
# * hit, by the source's call; . = no result given. An excerpt, so the mix of outcomes need not match the whole.
canonical_smiles	Arrestin-AP2 inh	V-ATPase pH	DAGLB inhibitor	Pemphigus Ab inh	NSD2 HMT inh	CAL PDZ FP-1	Keap1 Nrf2 FP	Cardiac RTF inh	CAL PDZ FP-2	C-LANA FP
Cc1ccc2nc(-c3ccc(NC(=O)c4cccnc4)cc3)oc2c1	-5	0	2	95	-1	-1	4	-15	-4.8	1.0
CC1CCc2c(sc3ncnc(NS(=O)(=O)c4cccs4)c23)C1 (stereo not given)	-6	2	1	118	-2	-7	-7	-21	-0.9	-0.4
CCN(CC)c1ccc(/C=C2\CCC(/C=C(\C#N)C(=O)Nc3ccccc3F)=C2N2CCOCC2)cc1	34	-11	-2	85	.	-1	1	-2	-3.0	-0.2
O=S1(=O)CCOCCN1Cc1ccccc1	-1	-1	1	98	.	-8	0	9	0.2	2.2
OCC[C@@H]1C[C@@H](O)[C@H](O)[C@]2(OCCc3ccccc32)O1	-1	2	0	100	.	0	-6	1	0.2	-0.1
Clc1ccc(N/N=C/c2cccnc2)cc1	22	3	3	101	2	-1	4	0	0.6	0.8
CCOc1cc(N2CCOCC2)c(OCC)cc1NC(=O)c1[nH]c(C)c(C(C)=O)c1C	-8	3	2	101	0	-3	-4	-11	-1.6	0.5
S=c1[nH]cnc2sc(-c3ccccc3)cc12	-14	3	-2	95	-4	0	-2	6	-1.6	4.0
CCOC(=O)c1ccc2c(c1)N(CC(=O)N1CCCC1)C(=O)C(C)(C)O2	-2	0	-1	110	-4	.	-5	-5	-0.4	-1.5
COc1ccc(CN2CCN(C(=O)C3CCC(CNS(=O)(=O)c4ccccc4)CC3)CC2)c(OC)c1OC (stereo not given)	-2	0	2	102	-4	.	2	-8	0.3	2.1
CCOC(=O)C(=CNc1ccc(OC)cc1[N+](=O)[O-])C(=O)OCC	2	-1	0	104	1	1	-4	-3	0.0	1.1
O=C(COC(=O)c1ccccc1)NCCC1=CCCCC1	-30	-1	-3	98	-1	-7	-4	-13	-2.2	0.4
COc1ccc(C(=O)O)c(OC)n1	-9	0	2	98	-5	-3	-3	2	-4.2	1.3
Cc1cc2c3c(c1)C1(C(=O)N3C(C)(C)CC2C)C(C#N)=C(N)Oc2cc(O)ccc21 (stereo not given)	22	0	0	114	13	.	-3	-7	-0.9	-0.7
Cc1ccccc1-c1nc(CN2CCC(C(=O)NCCC3=CCCCC3)CC2)c(C)o1	5	-2	-2	118	3	4	-4	3	-2.7	0.2
NC(=S)Nn1c(CCC(=O)O)ccc1-c1ccccc1	1	-3	-4	111	1	4	-5	-11	-0.7	0.0
Cn1c(O)c(N=NC(=O)c2ccccc2O)c2ccccc21	25	1	0	105	-2	-4	-7	5	.	0.9
O=C1N(Cc2cccc(Cl)c2)C[C@@H]2C[C@@H](c3cccn3-c3cccnc3)N3CCC[C@@]123	5	0	-1	118	5	.	-9	-5	-1.3	2.0
COc1ccccc1-n1c(O)c(C=NCc2ccccn2)c2ccccc2c1=O	-5	-3	-1	104	2	4	0	-6	-0.7	1.4
NC(=O)C(CCc1nc2ccccc2[nH]1)NS(=O)(=O)c1ccccc1 (stereo not given)	.	-2	-2	97	-8	.	.	.	.	.
O=C(COC(=O)C1CC2C=CC1C2)Nc1c(Br)cc([N+](=O)[O-])cc1Br (stereo not given)	10	1	-2	88	2	.	3	2	-0.8	0.7
CC1CCN(C(=S)c2cn(Cc3cccc(F)c3)c3ccccc23)CC1	-7	1	-8	112	2	2	-3	-23	-0.3	0.5
CCOC(=O)c1cnc(SCC(=O)Nc2cccc(OC)c2)nc1N	0	-2	-4	127	-1	-1	2	-4	-2.6	0.0
O=C(Cc1ccc([N+](=O)[O-])cc1)N1CCCc2ccccc21	-17	-2	-4	78	5	.	-2	-11	-1.7	1.6
Cc1cccc(C)c1N1C(=O)CC(Sc2ccccc2N)C1=O (stereo not given)	.	-2	-4	100	-2	.	.	.	.	.
CC(C)CC1NC(=O)N(CC(=O)N2CCN(S(=O)(=O)c3ccccc3)CC2)C1=O (stereo not given)	-12	5	0	80	-3	-4	1	2	-0.2	0.7
CN(CC(=O)Nc1ccccc1Cl)C(=O)COC(=O)c1nc(Cl)c(Cl)c(Cl)c1Cl	-13	1	-4	102	3	-5	2	-4	-0.9	-0.7
COc1ccc(N(CC(=O)N/N=C/c2cccnc2)S(=O)(=O)c2ccc(C)cc2)cc1OC	-10	4	-1	110	0	-3	-2	-6	-3.6	-0.2
CC(=O)NCCC(=O)NCC1(N(C)Cc2ccccc2)Cc2ccccc2C1	2	0	-1	110	4	-9	-2	-7	11	-1.4
COc1ccc(-c2csc(Nc3ccc(C)cn3)n2)cc1	-4	3	3	117	1	3	1	2	0.6	0.1
CCOC(=O)CNC(=S)N(CCCN1CCCCC1)Cc1cccs1	21	2	-1	83	-5	-1	4	-20	-1.8	-2.5
O=C(CN1C(=O)CC(c2ccccc2)=Nc2ccccc21)NCc1ccccc1	1	.	1	100	9	-18	-2	-3	-0.9	3.0
COc1cccc(CC2(CO)CCCN(Cc3ccccc3-c3ccco3)C2)c1 (stereo not given)	11	.	-6	114	2	-1	-11	2	-2.8	-0.5
CC(=O)c1ccc(S(=O)(=O)N2Cc3ccccc3CC2C(=O)O)cc1 (stereo not given)	-3	3	1	99	-31	-3	2	3	0.5	3.4
CCCCCN(C(=O)NC(=O)Nc1ccccc1C)S(=O)(=O)c1ccccc1	-25	-2	-1	101	-2	2	-1	-3	0.2	-0.5
COc1ccc2c(c1)[nH]c1c(=O)n(CCN3CCCC3)cnc12	-7	-1	-2	100	-3	3	-1	2	-0.7	0.1
Cc1cc(/C=C(\C#N)C(=O)N2CCCCC2)cc(C)c1O	20	-2	1	106	16	-4	-2	8	-2.3	-3.0
Cc1cc(=O)[nH]c(N2CCN(C(=O)c3ccco3)CC2)n1	10	-1	0	96	-5	-5	-7	-8	-0.7	0.7
O=C(NCCc1cccc(Cl)c1)c1cc2ccccc2oc1=O	-17	-3	-4	113	.	-2	-1	-1	2.0	0.4
COc1ccc(S(=O)(=O)N2CCOCC2)cc1NC(=O)Cc1ccc(Cl)c(Cl)c1	6	0	0	106	0	-8	2	-6	-0.8	4.7
COc1cc(/C=N/O)cc(Br)c1OS(=O)(=O)c1ccc(C)cc1	6	1	-5	94	.	-5	-1	-1	.	0.6
CC(C)(C)OC(=O)NCCc1nnc(SCC(N)=O)o1	11	-2	-1	100	-1	-2	-1	-3	0.3	-1.3
Cc1nn(C)c(Oc2cccc(C(F)(F)F)c2)c1C#N	7	-1	-3	96	-3	-4	-4	-10	-2.8	-0.5
CC1=C(C(=O)OC2CCCC(C)C2)C(c2ccccc2)NC(=O)N1 (stereo not given)	6	-2	0	99	1	.	-5	-1	-0.1	-1.1
O=C1CN(C(=O)COC(=O)c2cccnc2Cl)c2ccccc2N1	0	-6	0	.	-3	-4	0	6	0.5	-2.6
C/C(Cc1ccccc1)=N/NC(=O)CNC(=O)C(c1ccccc1)c1ccccc1	8	-3	-3	103	9	-2	3	3	-0.6	0.8
O=C(Nc1ccc(CN2CCOCC2)cc1)c1ccc(Br)o1	2	3	-3	100	-1	3	-3	-4	-1.5	-2.0
CC1(C)OC(=O)N(CCc2ccccc2)C1(C)O (stereo not given)	4	0	-2	103	-3	.	-8	0	-0.6	-0.6
O=C(Cc1ccc(-n2cccc2)cc1)NCc1cccs1	-5	2	-2	90	-2	-9	-4	1	-0.5	2.3
O=C(C1=C[C@@H](c2ccc(C(F)(F)F)cc2)C[C@@H](OCc2ccc(CO)cc2)O1)N1CCN(Cc2ccc3c(c2)OCO3)CC1	15	-1	-3	107	.	-4	-5	-13	0.9	-1.5
COc1ccc(S(=O)(=O)N2CCOCC2)cc1NC(=O)COC(=O)c1ccc([N+](=O)[O-])s1	12	5	2	133	2	0	-7	4	-1.7	-1.9
COc1cc(NC(=O)C/C(C)=N/NC(=O)C(=O)NCCO)c(OC)cc1Cl	5	-2	1	109	-2	-7	3	-8	-1.1	-0.8
O=C(CSc1nc2[nH]ncc2c(=O)[nH]1)NCCc1ccccc1	28	-1	-2	98	-3	0	0	-7	-2.3	-0.6
COCCCN(C(=O)c1ccco1)c1nc(-c2ccc(OC)cc2)cs1	1	-2	-8	114	1	.	-2	-9	-3.3	-1.0
CCC(CC)NC(=O)CCCSc1nc2ccccc2[nH]1	-14	-4	0	116	0	-1	-7	-2	-0.6	0.0
CSC1=NC2(CCCCC2)C2=C(CCCC2)N1	-7	3	-2	95	7	2	4	-4	-2.1	-0.2
CCOc1ccc(-n2ccnc(SCC(=O)Nc3cccc(OC)c3)c2=O)cc1	14	1	1	104	12	.	1	-5	-1.1	1.7
CC(C)CC(=O)Nc1ccc(-c2nc3ccccc3c(=O)[nH]2)cc1	-5	2	3	96	-1	3	-5	0	-2.4	0.7
CCC1=C(OC(=O)N(CC)CC)N2C(=O)OC(=NCCc3c[nH]c4ccccc34)[C@]2(C)[C@H]2C1=CC[C@H]1C(=O)NC(=O)[C@H]12	2	-2	-2	101	.	-4	-1	-12	-0.4	1.3
COc1ccc(CC(=O)Nc2ccc(-c3cn4cccc(C)c4n3)cc2)cc1OC	0	-2	0	105	3	-1	-7	-3	-3.7	1.0

# (list continues)
canonical_smiles	Arrestin-AP2 inh	V-ATPase pH	DAGLB inhibitor	Pemphigus Ab inh	NSD2 HMT inh	CAL PDZ FP-1	Keap1 Nrf2 FP	Cardiac RTF inh	CAL PDZ FP-2	C-LANA FP
CN1CCN(CC(=O)Nc2nc3c(s2)CCCC3)CC1	12	0	0	.	2	0	-3	6	0.1	-2.1
Cc1nc(NCc2ccco2)[nH]c(=O)c1CCC(C)C	-1	2	3	105	5	.	5	4	-0.9	-0.9
Cc1ccc(C(=O)Nc2ccc(C)c(S(=O)(=O)N(C)C)c2)s1	14	1	0	.	-2	-3	2	0	-3.7	-1.2
COC(=O)C1=C(C)OC(N)=C(C#N)C1c1cc(OC)c(OCC(N)=O)cc1Cl (stereo not given)	0	-6	2	101	1	3	0	-10	-0.3	2.2
Cc1nc2ccccc2n1C(=O)N1CCOCC1	-4	5	-3	101	.	-3	-6	1	-0.1	1.0

# 3 compounds from above, arranged by the value under C-LANA FP, highest first:
SMILES	Arrestin-AP2 inh	V-ATPase pH	DAGLB inhibitor	Pemphigus Ab inh	NSD2 HMT inh	CAL PDZ FP-1	Keap1 Nrf2 FP	CAL PDZ FP-2	C-LANA FP
CCOC(=O)C(=CNc1ccc(OC)cc1[N+](=O)[O-])C(=O)OCC	2	-1	0	104	1	1	-4	0.0	1.1
Cc1nc2ccccc2n1C(=O)N1CCOCC1	-4	5	-3	101	.	-3	-6	-0.1	1.0
CC(=O)NCCC(=O)NCC1(N(C)Cc2ccccc2)Cc2ccccc2C1	2	0	-1	110	4	-9	-2	11	-1.4

# Screens from PubChem.
